Screening results from PubChem BioAssay.
CHO-K1 Ca antag: nonselective inhibitor or artifact in parental CHO-K1 cells. ATP-induced calcium, Fluo-8 fluorescence. inhibition, % at 3 µM. 360,000 compounds, 0.6% hits;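 active means inhibition above a per-plate cutoff, the plate's mean sample inhibition plus 3 SD, cut at about 24% in these data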;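 further: 0% = DMSO plus EC80 ATP and 100% = DMSO alone without ATP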
TAAR1 agonist: human TAAR1 agonists, primary screen, Fluo-8 calcium fluorescence, CHO RD-HGA16 cells; vehicle wells 0%, saturating PEA agonist 100%; 360,000 compounds, 0.99% hits; activation, % at 3 µM; Trace amine-associated receptor 1 (Homo sapiens), Q96RJ0;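 active means activation above the mean activation of all test compounds in the run plus 3 SD, cut at about 38% in these data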
Target sequence (Q96RJ0 whole entry, looked up): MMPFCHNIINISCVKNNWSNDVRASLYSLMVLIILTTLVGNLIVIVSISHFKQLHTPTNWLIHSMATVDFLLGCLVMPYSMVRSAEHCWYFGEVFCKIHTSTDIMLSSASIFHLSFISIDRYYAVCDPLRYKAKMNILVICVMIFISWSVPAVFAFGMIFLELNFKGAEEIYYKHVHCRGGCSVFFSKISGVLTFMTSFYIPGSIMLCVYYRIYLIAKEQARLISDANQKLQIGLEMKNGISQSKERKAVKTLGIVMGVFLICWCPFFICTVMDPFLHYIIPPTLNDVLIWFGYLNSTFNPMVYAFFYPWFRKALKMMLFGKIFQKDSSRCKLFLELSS
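Test system: RD-HGA16 (CHO) cells co-expressing Gα16 and hTAAR1; dosing: one-point dosing at 3 µM (nominal); timing: 17-24 h seeding, 75 min 37 °C dye, 30 min RT; signal: kinetic Fluo-8 calcium fluorescence; read-out basis: % activation relative to PEA EC100 response; controls: DMSO and PEA EC100; replicates: n 1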
CHO parental Ca: ATP-evoked calcium signal inhibitors, parental CHO, primary screen, counter-screen for OX1R antagonist project, cell-based, fluorescence, Fluo-8 calcium dye | parental CHO-K1, ATP-induced calcium, Fluo-8 fluorescence | AID 463079, 2010 | 330,000 compounds, 0.63% hits | inhibition, % at 5.6 µM;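 active means inhibition above that plate's mean sample inhibition plus 3 SD, cut at about 26% in these data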;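 further: 0% = ATP-challenged DMSO wells and 100% = DMSO wells without ATP; some compounds past the cut are filed as inactive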
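Material: Parental CHO cells | Reagent: ATP | Compound dosing: Single nominal dose of 5.6 µM per compound | Detection: Intracellular calcium via Fluo-8 no-wash fluorescent dye | Read-out: % inhibition of ATP-induced calcium mobilization | Benchmarks: Low control ATP plus DMSO, high control DMSO only | Replicates: Singlicate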
CHRM1 antagonist: human M1 muscarinic receptor antagonists, primary screen, CHO-K1 cells, Fluo-8 calcium fluorescence, 1536-well; inhibition, % at 3 µM; 360,000 compounds, 1.3% hits; CHO-K1 hM1, ACh EC80 antagonist; Muscarinic acetylcholine receptor M1 (Homo sapiens), P11229; AID 588852, 2011;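 active means percent inhibition above its own plate's cutoff, namely the mean of that plate's compound wells plus 3 SD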;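 further: peak over basal fluorescence ratio during 140 s after agonist addition; 0% = ACh EC80 plus DMSO and 100% = DMSO alone without agonist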
Target sequence (P11229 whole entry, looked up): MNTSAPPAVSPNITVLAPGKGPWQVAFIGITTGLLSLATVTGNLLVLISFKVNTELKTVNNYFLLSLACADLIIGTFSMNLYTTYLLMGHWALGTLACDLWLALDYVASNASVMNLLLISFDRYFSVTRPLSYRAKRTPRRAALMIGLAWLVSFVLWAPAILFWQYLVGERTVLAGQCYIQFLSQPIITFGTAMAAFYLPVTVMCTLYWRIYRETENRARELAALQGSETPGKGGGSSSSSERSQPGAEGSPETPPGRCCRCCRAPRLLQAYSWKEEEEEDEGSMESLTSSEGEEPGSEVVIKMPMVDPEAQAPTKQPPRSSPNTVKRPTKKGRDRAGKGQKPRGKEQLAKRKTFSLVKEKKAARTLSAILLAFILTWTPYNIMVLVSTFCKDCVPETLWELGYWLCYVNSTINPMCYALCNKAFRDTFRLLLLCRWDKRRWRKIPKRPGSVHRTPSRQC
TAAR1 antag: human TAAR1 antagonists, primary screen, Fluo-8 calcium fluorescence, CHO RD-HGA16 cells; Trace amine-associated receptor 1 (Homo sapiens), Q96RJ0; AID 624466, 2012; 360,000 compounds, 1.5% hits; inhibition, % at 3 µM; antagonist;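 active means inhibition above a per-plate cutoff, the mean inhibition of test compounds on that plate plus 3 SD, cut at about 49% in these data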;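 further: 0% = DMSO plus EC80 beta-PEA response and 100% = DMSO alone without agonist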
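System: CHO RD-HGA16 cells bearing hTAAR1. Reagent: EC80 β-phenethylamine stimulus. Schedule: seeding 17-24 h prior, 75-min 37 °C, 30-min RT dye loading. Signal: Fluo-8 intracellular calcium dye fluorescence, real-time kinetic reads. Read-out: % inhibition from peak post-agonist over basal fluorescence ratio. Benchmarks: vehicle wells and EC80 agonist wells. Replicates: n of 1.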
M1 PAM: human M1 muscarinic receptor positive allosteric modulators, primary screen, CHO-K1 cells, Fluo-8 calcium fluorescence, 1536-well; 360,000 compounds, 0.088% hits; CHO-K1 hM1, ACh EC20; 0% = ACh EC20, 100% = maximal ACh; Muscarinic acetylcholine receptor M1 (Homo sapiens), P11229; activation, % at 3 µM; in the data active means activation above about 19%, passing the limit was not always enough
M1 ag: human M1 muscarinic receptor agonists, primary screen, Fluo-8 calcium fluorescence, CHO-K1 cells, HTS. activation, % at 3 µM. Muscarinic acetylcholine receptor M1 (Homo sapiens), P11229. CHO-K1 hM1, agonist mode; 0% DMSO, 100% acetylcholine EC100. AID 588814, 2011. 360,000 compounds, 0.33% hits;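 active means activation above the run's mean compound activation plus 3 SD, cut at about 16% in these data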;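 further: peak over basal fluorescence ratio within a 140 s kinetic read after compound addition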
CHO-K1 Ca ag: counter-screen for M1 agonists: effect in parental CHO-K1 cells. 360,000 compounds, 0.48% hits. Fluo-8 calcium fluorescence; scaled to maximal ATP response, vehicle zero. AID 602248, 2012. activation, % at 3 µM; in the data active means activation above about 15%;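 further: untransfected CHO-K1 host cells lacking M1 receptor as counterscreen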
M1 PAM parental: nonselective calcium activators in parental CHO-K1 cells, primary screen, counter-screen for M1 PAM project, cell-based, Fluo-8 calcium fluorescence, full deck, 1536-well; activation, % at 3 µM; AID 602247, 2012; ATP EC20; 0% at ATP EC20, 100% at ATP max; 360,000 compounds, 0.02% hits;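 active means activation above the run cutoff, the mean activation of all test compounds plus 3 SD, cut at about 40% in these data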;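 further: peak over basal fluorescence ratio in a 140 s read after ATP addition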
* hit, by the source's call; . = not tested or not shown. Hits appear at their usual frequency (roughly 4.4% active in at least one column).

canonical_smiles | CHO-K1 Ca antag | TAAR1 agonist | CHO parental Ca | CHRM1 antagonist | TAAR1 antag | M1 PAM | M1 ag | CHO-K1 Ca ag | M1 PAM parental
O=C(NCCCn1ccnc1)c1ccc(F)cc1 | -14 | 1 | -9 | -10 | -26 | 2 | -3 | 0.4 | 18
COc1cc2c(cc1OC)C(C(=O)NCc1ccco1)C1c3ccccc3CCN1C2=O (stereo not given) | 10 | 11 | -24 | -2 | 29 | 3 | 0 | 2.9 | 4
CC1(C)CC(=O)C2=C(C1)Oc1ncn(Cc3ccco3)c(=N)c1C2c1ccccc1 (stereo not given) | -5 | 0 | -18 | 1 | 10 | 2 | -4 | -0.3 | 1
CN(C(=O)c1cccc(S(=O)(=O)N2CCOCC2)c1)c1c(N)n(Cc2ccccc2)c(=O)[nH]c1=O | -9 | 2 | -8 | 0 | -12 | 15 | -2 | -0.1 | 6
CC(=O)Nc1ccc(S(=O)(=O)Oc2ccccc2N2CCCCC2)cc1 | -4 | 10 | -4 | 7 | -14 | -3 | -4 | 5.8 | 6
Cc1ccc(C(=O)NCC(=O)OCN2C(=O)c3ccccc3C2=O)cc1C | -8 | 10 | -3 | -8 | -12 | 8 | -1 | -0.3 | 5
Cc1ccc(C)c(OCC(=O)Nc2ccc3c(c2)OCO3)c1 | -10 | . | -22 | -10 | . | 5 | -4 | 3.6 | 25
O=C1C2C3C=CC(C3)C2C(=O)N1c1ccccc1 (stereo not given) | -5 | 12 | 2 | -18 | -9 | 17 | -4 | 1.0 | 20
Cc1ccc(S(=O)(=O)N/N=C\C=C\c2ccccc2)cc1 | 3 | 5 | -18 | -9 | -20 | 9 | 0 | -0.3 | -6
COC(=O)c1ccc(C23CC4(C2)[C@H](CN(Cc2ccc(-c5ccccc5)cc2)[C@@H]4c2ccccc2)C3c2ccccc2)cc1 (stereo not given in full) | 0 | 5 | -17 | -1 | -2 | 7 | 0 | -0.1 | -16
CCOc1ccc(S(=O)(=O)N2CCCC(C(=O)NCc3ccncc3)C2)cc1 (stereo not given) | -1 | 1 | -10 | -8 | -13 | 1 | -2 | 2.0 | -6
COc1ccccc1C1/C(=C(/O)c2ccccc2)C(=O)C(=O)N1CC(C)C (stereo not given) | -8 | 3 | 4 | -6 | -17 | 2 | -2 | 0.2 | -3
Cn1nccc1C(=O)Nc1cccc(C(F)(F)F)c1 | -9 | 2 | -2 | -9 | -14 | 7 | -6 | 0.5 | 25
Cc1ccc(Oc2ccc(Oc3ccc(C)cc3)nn2)cc1 | -2 | 66* | 27* | -5 | 68* | 6 | -3 | 0.3 | 14
CCN(CC)S(=O)(=O)c1cc([N+](=O)[O-])ccc1N=Nc1c(O)[nH]c2ccccc12 | 3 | 1 | -5 | -5 | -6 | 13 | -6 | 0.9 | 22
CCNC(=S)NNC(=O)c1csc(C)c1 | 0 | 3 | -1 | -14 | -14 | 11 | -5 | 0.6 | 22
Cc1ccc(-c2cc(NC=O)c3ncc(-c4cnn(C)c4)n3c2)cc1 | 1 | 2 | . | 0 | 4 | -6 | -4 | 2.3 | 4
CC1CCN(C(C(=O)NC2CCCCC2)c2cc3c(cc2[N+](=O)[O-])OCO3)CC1 (stereo not given) | -8 | 0 | -37 | -16 | 4 | 7 | -7 | 0.7 | 15
COc1ccc(N2CCN(S(=O)(=O)CCNC(=O)COc3ccccc3C)CC2)cc1 | 4 | 6 | -30 | 1 | -14 | 0 | -1 | 2.9 | -9
N#C/C(=C\c1ccccc1OCC(=O)O)c1nc2ccccc2[nH]1 | -3 | -1 | 3 | 12 | 2 | -6 | -5 | 5.4 | -2
COCCNC(=O)CSc1nnc(NC(=O)C2CC(=O)N(c3ccccc3OC)C2)s1 (stereo not given) | 12 | 1 | -4 | 12 | -4 | -1 | -3 | -0.5 | 2
O=C(/C=C/c1ccccc1)NC(=S)Nc1ccc2c3c(cccc13)CC2 | -19 | 1 | -2 | -7 | -10 | 12 | -7 | 1.9 | 31
COc1ccccc1NC(=O)Nc1cc(NC(=O)Nc2ccccc2OC)c(C)nc1C | -16 | 2 | 2 | -14 | -3 | 11 | -6 | 1.7 | 25
COc1ccc(CSc2nc(N3CCOCC3)c3c(c2C#N)CC(C)(C)OC3)cc1 | -29 | 4 | 5 | -12 | 15 | 1 | -4 | 0.4 | 24
CC(C)(C)c1ccc(OCC(O)CN2CCOCC2)cc1 (stereo not given) | -2 | 2 | -20 | -20 | -3 | 12 | -4 | 1.8 | 20
O=C(Nc1cccc2ccccc12)NC1CCCc2ccccc21 (stereo not given) | -3 | 0 | -10 | 3 | 12 | 1 | -5 | 1.4 | 15
CC1(C)C(c2ccc(Cl)cc2)=[N+]([O-])C2(CCCC/C2=N\O)N1O (stereo not given) | -7 | 10 | -12 | -15 | -6 | -4 | 0 | 0.1 | 10
Cc1nc2ccccc2c(=O)n1/N=C/c1cccnc1 | -2 | 1 | -4 | 3 | 9 | 6 | -1 | -0.1 | -1
O=C(Nc1nnc([C@H]2C[C@H](O)[C@@H](CO)O2)s1)c1cccc(C(F)(F)F)c1 | -17 | 0 | . | -21 | 1 | 11 | -3 | 0.2 | 22
CSc1sc(-c2ccnc(=S)[nH]2)c(-c2ccccc2)c1C#N | -1 | 5 | -38 | -2 | -31 | 2 | 0 | 0.2 | 5
CSc1nnc(-c2ccccc2Cl)n1N | 6 | 16 | 6 | 1 | 7 | 4 | -1 | 0.0 | 5
O=C(COC(=O)CCC1CCCC1)NCc1ccc(Cl)cc1 | -11 | -2 | 16 | -4 | -16 | 6 | -5 | 0.2 | 9
OCC[C@@H]1C[C@H](O)[C@@H](O)[C@]2(OCCc3cc(Cl)ccc32)O1 | 4 | 2 | . | -12 | -8 | 12 | -3 | 1.4 | 16
CCOc1ccc(NC(=O)CCCc2cc(-c3ccc(OCC)cc3)on2)cc1 | 1 | 4 | -16 | 6 | 1 | 1 | -2 | -0.1 | -4
CN(C)S(=O)(=O)c1ccc(C(=O)Nc2cccnc2)cc1 | -5 | 7 | -7 | 6 | -13 | -2 | -4 | 0.0 | 12
CCOC(=O)C1(C)CCCCCN1C(=O)c1ccco1 (stereo not given) | 14 | 4 | . | -2 | -8 | 2 | 0 | -0.3 | 0
COc1ccccc1-c1cc(C(=O)NC(C)C)no1 | 21 | 15 | -10 | 3 | 10 | 0 | -8 | -0.7 | -13
Cc1cc(C(=O)C[N+]2(C)CCOCC2)c(C)n1-c1ccc(Br)cc1 | 2 | 2 | 0 | -5 | -1 | -2 | -14 | -0.1 | 12
N#Cc1cccc(NC(=O)CCC2CCCC2)c1 | -12 | 15 | -2 | -10 | 5 | 3 | -3 | 2.6 | 22
OCC[C@H]1C[C@H](O)[C@@H](O)[C@@]2(CCc3ccccc3CO2)O1 | -21 | 10 | -3 | 6 | -1 | 1 | -2 | 0.2 | 16
O=S1(=O)C=C(SCc2cccc(Cl)c2)Nc2ccccc21 | -7 | 10 | -15 | 10 | 13 | -5 | -1 | 8.5 | 17
COc1ccc(/C=C2\SC(=O)N(CC(=O)N(C)C3CCS(=O)(=O)C3)C2=O)cc1 (stereo not given) | 0 | 2 | -1 | 0 | -14 | 2 | -3 | -0.2 | 8
CCCC(C)(C)C(=O)N1CCC1(C)C(=O)NS(=O)(=O)c1cccc(Cl)c1 (stereo not given) | 5 | 2 | . | -12 | -32 | 21 | 4 | -0.9 | -8
Cc1ccc(C(=O)Nc2cccnc2)cc1NC(=O)c1ccco1 | 1 | 14 | -6 | -14 | 3 | 10 | -1 | 0.9 | 18
CCOC(=O)N1CCN(Cc2c(F)cccc2F)CC1 | -7 | 5 | -3 | 0 | 7 | 2 | -2 | 0.7 | 5

In the list so far, these have four or more nitrogen atoms.
canonical_smiles | CHO-K1 Ca antag | TAAR1 agonist | CHO parental Ca | CHRM1 antagonist | TAAR1 antag | M1 PAM | M1 ag | CHO-K1 Ca ag | M1 PAM parental
CN(C(=O)c1cccc(S(=O)(=O)N2CCOCC2)c1)c1c(N)n(Cc2ccccc2)c(=O)[nH]c1=O | -9 | 2 | -8 | 0 | -12 | 15 | -2 | -0.1 | 6
CCN(CC)S(=O)(=O)c1cc([N+](=O)[O-])ccc1N=Nc1c(O)[nH]c2ccccc12 | 3 | 1 | -5 | -5 | -6 | 13 | -6 | 0.9 | 22
Cc1ccc(-c2cc(NC=O)c3ncc(-c4cnn(C)c4)n3c2)cc1 | 1 | 2 | . | 0 | 4 | -6 | -4 | 2.3 | 4
COCCNC(=O)CSc1nnc(NC(=O)C2CC(=O)N(c3ccccc3OC)C2)s1 (stereo not given) | 12 | 1 | -4 | 12 | -4 | -1 | -3 | -0.5 | 2
COc1ccccc1NC(=O)Nc1cc(NC(=O)Nc2ccccc2OC)c(C)nc1C | -16 | 2 | 2 | -14 | -3 | 11 | -6 | 1.7 | 25
Cc1nc2ccccc2c(=O)n1/N=C/c1cccnc1 | -2 | 1 | -4 | 3 | 9 | 6 | -1 | -0.1 | -1
CSc1nnc(-c2ccccc2Cl)n1N | 6 | 16 | 6 | 1 | 7 | 4 | -1 | 0.0 | 5
